From PubChem BioAssay
Bcl-W Bim block = human Bim-Bcl-W interaction inhibition; Q92843; inhibition, % at 10 µM; bead-based flow cytometry, Bim peptide-Bcl-W binding; hit rate 0.02% among 190,000; AID 952;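 further: 0% = bound tracer without compound and 100% = peptide blocker; higher means less fluorescent Bim peptide bound to Bcl-W beads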
Target sequence (Q92843 whole entry, looked up): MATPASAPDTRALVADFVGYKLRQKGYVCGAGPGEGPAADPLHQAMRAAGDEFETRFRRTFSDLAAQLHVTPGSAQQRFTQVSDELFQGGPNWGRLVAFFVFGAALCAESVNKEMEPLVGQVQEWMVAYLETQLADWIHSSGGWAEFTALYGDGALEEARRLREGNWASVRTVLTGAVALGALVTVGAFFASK
RGS4-Gao reg = human RGS4-Galphao interaction regulation. P09471. Multiplexed bead flow cytometry, RGS4-Galphao binding; actives lie on both sides. binding response (% of control), % at 10 µM. hit rate 0.33% among 220,000; in the data active means binding response below about 49% or above about 150%; inactive means in between;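 further: fluorescent Galphao activated with aluminum fluoride binding bead-coupled RGS4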
Target sequence (P09471 whole entry, looked up): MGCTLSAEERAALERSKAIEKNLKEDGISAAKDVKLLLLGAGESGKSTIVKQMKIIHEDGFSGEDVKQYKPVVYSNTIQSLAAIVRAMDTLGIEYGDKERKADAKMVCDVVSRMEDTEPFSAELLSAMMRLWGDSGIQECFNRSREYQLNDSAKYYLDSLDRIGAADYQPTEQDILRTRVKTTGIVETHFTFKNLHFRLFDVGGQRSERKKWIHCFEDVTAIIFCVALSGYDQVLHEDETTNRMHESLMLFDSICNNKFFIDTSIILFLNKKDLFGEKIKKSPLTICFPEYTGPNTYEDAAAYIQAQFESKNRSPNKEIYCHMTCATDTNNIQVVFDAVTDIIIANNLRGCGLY
Bcl-XL Bim block = inhibitors of Bim-Bcl-XL interaction, human. Q07817. AID 1007. inhibition, % at 10 µM. Bim peptide-Bcl-XL binding, bead flow cytometry, fluorescence. hit rate 0.04% among 190,000
Target sequence (Q07817 whole entry, looked up): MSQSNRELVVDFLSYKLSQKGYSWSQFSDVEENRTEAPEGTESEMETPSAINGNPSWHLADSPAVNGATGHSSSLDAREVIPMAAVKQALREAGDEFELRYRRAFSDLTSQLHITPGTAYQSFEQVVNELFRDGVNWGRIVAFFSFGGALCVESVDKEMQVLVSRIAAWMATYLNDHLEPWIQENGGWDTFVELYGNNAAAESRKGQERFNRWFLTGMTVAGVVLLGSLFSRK
GSH bead fluor = GSH bead compound fluorescence profile | fluorescence (KMESF) at 10 µM | hit rate 0.25% among 190,000 | GSH beads flow cytometry, compound fluorescence 488/530 nm; active compounds read high; in the data active means fluorescence above about 89;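 further: glutathione beads carrying GST-tagged Bcl family fusion proteins plus one bare bead set; values are compound well signal with DMSO vehicle wells as background; inactives centre near 16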
RGS7-Gao reg = human RGS7-Galphao interaction regulation | P09471 | Multiplexed bead flow cytometry, RGS7-Galphao binding; actives lie on both sides | binding response (% of control), % at 10 µM | hit rate 0.35% among 220,000 | AID 1439; in the data active means binding response below about 49% or above about 150%; inconclusive means no clear call, values can overlap the other calls; inactive means in between;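 further: fluorescent Galphao held in activated GDP-AlF4 state binding bead-coupled RGS7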
ABCB1 inh = blocks JC-1 efflux by human ABCB1 transporter. P08183. CCRF-Adr cells, flow cytometry. inhibition, % at 6.6 µM. hit rate 0.067% among 190,000. AID 1326; in the data active means inhibition above about 40%;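 further: 0% = vehicle and 100% = reference inhibitor; higher value means more JC-1 retained so stronger ABCB1 efflux block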
RGS8-Gao reg = human RGS8-Galphao interaction regulation | P09471 | multiplexed bead flow cytometry, RGS8-Galphao binding; actives lie on both sides | response (percent of control binding), % at 10 µM | hit rate 0.34% among 220,000 | AID 1423; in the data active means response below about 60% or above about 140%; inactive means in between;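 further: Galphao activated as the GDP aluminium fluoride complex binding bead-coupled RGS8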
Bim-Bcl-2 = human Bim-Bcl-2 interaction inhibition. inhibition, % at 10 µM. hit rate 0.06% among 190,000. P10415. Bead-based flow cytometry, Bim peptide-Bcl-2 binding. AID 950; in the data active means inhibition above about 40%; inconclusive means no clear call, values can overlap the other calls;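 further: 0% = no compound wells with probe peptide and 100% = reference peptide inhibitor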
Bim-Bfl-1 = human Bim-Bfl-1 interaction inhibition; hit rate 0.12% among 190,000; Bead-based flow cytometry, Bim-Bfl-1 binding inhibition; Q16548; AID 1008; inhibition, % at 10 µM;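 further: 0% = wells without compound plus tracer and 100% = blocker peptide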
ABCG2 inh = blocks JC-1 efflux by human ABCG2 transporter. Q9UNQ0. IgMXP3 cells, flow cytometry. inhibition, % at 6.6 µM. hit rate 0.1% among 190,000. AID 1325;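 active means inhibition above 80%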;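 further: 0% = DMSO and 100% = nicardipine control wells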
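Times: 10 min at 25 °C | Test system: Two drug-resistant human cell lines, ABCG2 and ABCB1 | Quantity: 3 million cells/mL final, two lines in 1:1 ratio | Signal: Flow cytometry, 530 nm JC-1 signal | Dosing: Compound at 6.6 µM | Controls: Nicardipine and DMSO wells | Reagent: JC-1 as fluorescent efflux pump substrate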
Bim-Bcl-B = inhibitors of Bim-Bcl-B interaction, human. bead-based flow cytometry, Bim peptide-Bcl-B binding. AID 951. inhibition, % at 10 µM. hit rate 0.073% among 190,000;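 further: 0% = tracer peptide without compound and 100% = reference inhibitor peptide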
Target sequence (Q9HD36 whole entry, looked up): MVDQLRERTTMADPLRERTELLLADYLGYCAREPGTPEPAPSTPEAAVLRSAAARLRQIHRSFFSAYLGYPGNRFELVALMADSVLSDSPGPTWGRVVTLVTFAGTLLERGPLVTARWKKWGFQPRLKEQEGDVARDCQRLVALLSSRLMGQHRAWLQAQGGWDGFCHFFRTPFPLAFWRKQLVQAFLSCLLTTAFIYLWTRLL
* hit, by the source's call; ? = inconclusive. Unless noted, no stated cut-off is given here; in the data, active means inhibition above about 40%.

SMILES	Bcl-W Bim block	RGS4-Gao reg	Bcl-XL Bim block	GSH bead fluor	RGS7-Gao reg	ABCB1 inh	RGS8-Gao reg	Bim-Bcl-2	Bim-Bfl-1	ABCG2 inh	Bim-Bcl-B
COc1ccc(-c2csc(NC(=S)NC(=O)/C=C/c3ccco3)n2)cc1OC	0	103	-3	6	102	0.0	103	-3	0	-1	-13
CC(=O)c1ccc(Oc2cc(C)nc(-n3nc(C)cc3C)n2)cc1	2	98	-2	12	99	2.6	101	-1	-7	10	-4
COc1ccc(OCC(=O)OCCNC(=O)c2cccnc2)cc1	-4	99	-6	13	98	-0.2	100	-3	-15	-1	-13
COCC1CCN(Cc2nc(-c3ccc4c(c3)OCO4)no2)C1 (configuration not stated)	-2	103	-5	14	103	0.7	103	-5	-8	2	-6
C/C(=N\OC(=O)NC1CCCCC1)c1sc(-c2ccccc2)nc1C	-3	100	0	22	99	0.8	102	0	-1	7	0
CC(=O)OCCNC(=O)c1cc2ccccc2oc1=O	0	98	0	16	98	0.7	99	1	2	5	0
COc1ccc(C(NC(C)=O)c2cc(Cl)c3cccnc3c2O)cc1OC (configuration not stated)	-2	96	-4	63	91	2.4	97	-1	2	7	0
Cc1csc(=Nc2ccccc2)n1Cc1ccco1	0	102	-1	15	?	-0.3	102	-3	1	3	-12
COc1ccccc1CO/N=C/c1cccn1-c1nccc(N(C)C)c1C#N	-3	99	-14	26	98	1.5	101	-16	-28	19	-17
O=C(NC(Cc1c[nH]c2ccccc12)C(=O)Nc1ccc(F)cc1)c1cccs1 (configuration not stated)	-2	100	-3	11	104	1.0	101	-10	-16	19	-10
C=CCn1c(SCC(=O)NCc2ccco2)nnc1-c1ccc2ccccc2n1	1	86	-1	19	93	1.1	91	0	3	5	-6
CC(N=C1NC(C)(C)Cc2ccccc21)C(=O)O (configuration not stated)	-2	103	-3	11	104	1.0	100	-1	-10	-2	-1
CCC(CCC(=O)Nc1cccc(C(=O)O)c1)C(=O)O (configuration not stated)	0	96	-6	8	103	0.1	100	-11	-14	0	-9
Cc1cc(C)c2[nH]c(=O)c(CN(Cc3ccco3)C(=O)c3cccs3)cc2c1	-1	106	-8	34	104	3.3	103	-8	-14	12	-9
CCn1c(-c2ccc(C)cc2)nn(CC(=O)NCCc2ccccc2)c1=S	-3	107	-4	9	108	0.9	100	-2	0	5	-4
COc1ccc(NC(=O)c2nc3nccc(C)n3n2)cn1	-1	102	1	31	100	0.2	96	2	1	-1	2
CC(C)N(CCNC(=O)c1cn(C)c2ccc(S(=O)(=O)N(C)C)cc2c1=O)Cc1ccccc1	0	103	-3	22	100	0.1	103	-5	-11	1	-6
C=CCNC(=O)c1nn2cccnc2c1Cl	-2	102	-16	34	100	0.3	103	-12	-17	11	-12
O=C(Nc1cccnc1)c1ccccc1NS(=O)(=O)c1ccc(F)cc1	-2	102	-1	15	?	0.4	102	-4	-7	2	-2
COc1cc(-c2nnc(COc3ccc4ccccc4c3)o2)cc(OC)c1OC	-1	102	-6	27	106	1.4	100	-14	-16	33	-8
O=C(Nc1ccc(F)cc1)C1=CC(=O)N2CCN=C2S1	-1	97	-10	12	119	0.2	62	0	20	1	-41
CN(C)c1ccc(/C(=N\O)C(F)(F)F)cc1	-2	103	-3	18	99	0.1	103	-2	-1	0	0
CCNS(=O)(=O)c1ccc2c(c1)NCC2	-4	98	-7	11	102	1.5	87	-1	-2	-3	-2
COCC(=O)N(Cc1cc2ccc(C)c(C)c2n2nnnc12)C1CCCC1	-4	98	0	22	98	2.1	100	0	-3	16	-10
N#CC1=C(N)Oc2n[nH]c(CSc3ccccc3)c2C12C(=O)Nc1ccccc12 (configuration not stated)	-1	96	-13	31	99	-0.3	98	-15	-18	-3	-13
COc1ccc(C(C)=O)cc1CSc1nc(C)cc(C)n1	-3	102	-2	16	103	0.0	103	-3	-6	1	-3
Cc1ccc(-n2cc(C(=O)c3ccc4ccccc4c3O)cn2)cc1	0	98	-2	13	103	-0.1	101	-1	-2	0	-3
Cc1cccc(-n2ncc3c(NCc4cccs4)ncnc32)c1	0	99	-1	20	102	1.2	99	-1	-2	28	0
O=c1c(Cl)c(N2CCCCC2)cnn1-c1nc2ccccc2[nH]1	-3	104	0	14	114	1.0	103	0	0	5	-2
O=C(c1cc([N+](=O)[O-])ccc1Cl)N1CCN(c2ccccn2)CC1	0	101	0	8	100	0.8	103	-1	-4	4	-2
Cc1cccc(C)c1OCc1nc2ccccc2c(=O)n1/N=C/c1ccc(OCC(=O)O)cc1	-8	102	-12	11	102	-0.2	102	-8	-2	0	-16
CCOC(=O)COc1c(OC)cc(Cl)cc1C1Nc2ccccc2C(=O)N1c1cccc(C)c1 (configuration not stated)	-1	102	-2	13	101	4.7	102	-1	-3	12	-3
O=C(CN1C(=O)C2C3C=CC(C3)C2C1=O)Nc1cccc2c1CCCC2 (configuration not stated)	0	107	-1	14	109	0.2	102	-2	1	1	0
COC(=O)c1cccc(NC(=O)CCSc2ccc(Cl)cc2)c1C	0	102	-6	35	97	0.5	101	-9	-8	3	-7
Cc1cccc(NC(=O)c2ccc(OCC3CCCO3)cc2)c1C (configuration not stated)	-4	101	-3	6	103	0.1	102	-3	-3	4	-4
COc1ccccc1/C=C/C(=O)Nc1ccc(N2CCOCC2)cc1	-1	97	-2	13	95	-0.9	101	-1	-6	-2	-5

Two entries from above, bar-delimited.
SMILES | Bcl-W Bim block | RGS4-Gao reg | Bcl-XL Bim block | GSH bead fluor | RGS7-Gao reg | ABCB1 inh | RGS8-Gao reg | Bim-Bcl-2 | Bim-Bfl-1 | ABCG2 inh | Bim-Bcl-B
CCC(CCC(=O)Nc1cccc(C(=O)O)c1)C(=O)O (configuration not stated) | 0 | 96 | -6 | 8 | 103 | 0.1 | 100 | -11 | -14 | 0 | -9
Cc1cc(C)c2[nH]c(=O)c(CN(Cc3ccco3)C(=O)c3cccs3)cc2c1 | -1 | 106 | -8 | 34 | 104 | 3.3 | 103 | -8 | -14 | 12 | -9

More entries:
SMILES	Bcl-W Bim block	RGS4-Gao reg	Bcl-XL Bim block	GSH bead fluor	RGS7-Gao reg	ABCB1 inh	RGS8-Gao reg	Bim-Bcl-2	Bim-Bfl-1	ABCG2 inh	Bim-Bcl-B
CCOC(=O)c1ccc2c(c1)N(Cc1ccccc1C)C(=O)c1ccccc1S2=O (configuration not stated)	-2	98	-2	8	100	5.4	99	-7	-4	5	-2
COc1ccccc1C(=O)Nc1ccc(-c2nnc(SCC(=O)O)n2C)cc1	0	98	0	9	101	0.7	97	0	1	4	-5
COc1ccccc1N1CCN(c2cc(=O)n(Cc3ccc(F)cc3)c(=O)[nH]2)CC1	-8	100	-9	14	96	-0.4	99	-4	-2	-2	-10
NC1=NC(=O)C2(COC(c3ccccc3Cl)OC2)S1 (configuration not stated)	-5	98	-7	17	101	-0.1	98	5	1	0	-6
CN1CCN(C(=O)c2ccc(N3CCCC3=O)cc2)CC1	0	102	-2	33	102	-2.5	111	0	0	-8	5
CCn1c(SCC(=O)N2CCc3ccccc32)nnc1-c1ccncc1	3	105	-4	53	101	0.1	102	-10	-11	1	-8
COc1ccc(N2CCN(CCNC(=O)c3c(C)cc(=O)oc3C)CC2)cc1	0	102	0	9	99	0.4	105	3	0	0	-1
Cc1ccc2cc(C(c3nnnn3CC3CCCO3)N3CCc4ccccc4C3)c(=O)[nH]c2c1 (configuration not stated)	2	88	-2	26	100	2.9	95	-7	-5	2	-8
COc1ccc(N(CC(=O)N/N=C/c2ccc(OC3CSC3)cc2)S(=O)(=O)c2ccccc2)cc1	-7	91	-19	20	84	0.8	95	-2	-11	2	-10
Cc1oc(-c2ccoc2)nc1CN(Cc1ccccc1)CC1CC1	0	100	-2	14	100	-0.4	104	-6	-7	-1	-7
CCOC(=O)/C(C)=C1\NC(C)(C)Cc2ccccc21	-2	101	-7	12	101	-0.2	106	-4	-3	0	-8
Cc1sc2ncnc(SCC(=O)N3c4ccccc4Sc4ccc(Cl)cc43)c2c1C	-2	96	-4	13	96	-0.6	100	-1	-2	-8	-3
CCC1(C)Cc2c(sc3c2c(=O)n(C)c2nnc(SCc4ccc5c(c4)OCO5)n32)CO1 (configuration not stated)	1	100	5	22	94	2.3	102	-9	-8	4	-16
NC1=NC2=C(CCCC2)C2(CCCCC2)S1	-4	104	-1	19	104	0.2	101	3	3	1	-2
O=[N+]([O-])c1ccccc1-c1ccc(/C=N/n2cnnc2)o1	-2	98	-10	31	98	0.4	98	-7	-11	27	-6
COc1ccc(CNC(=O)Nc2ccc(C)cc2C)cc1	-1	104	-2	11	106	1.7	103	0	-1	14	-3
O=C(O)c1cccc(NS(=O)(=O)c2ccc(-c3ccc(S(=O)(=O)Nc4cccc(C(=O)O)c4)cc3)cc2)c1	1	102	-4	21	101	0.3	100	0	-5	0	0
CCOC(=O)CSc1ccc(S(=O)(=O)N2CCCCC2)cc1[N+](=O)[O-]	-3	95	-4	26	93	1.2	96	-1	0	13	-10
CC(=O)c1ccc(NC(=O)c2noc3c2CCC3)cc1	1	102	-2	18	86	0.6	99	1	-2	4	0
COc1cc(/C(C)=N/N2CCOCC2)cc(OC)c1OC	3	97	2	12	102	0.4	90	3	1	4	4
CC(C)c1ccc(NC(=O)COC(=O)COc2ccccc2)cc1	-4	100	-5	15	98	-0.1	101	-5	-5	0	-6
O=C1CC(c2c[nH]c3ccccc23)C(=O)N1 (configuration not stated)	4	103	0	8	101	0.3	103	0	-9	0	-2
Cc1cc(-c2n[nH]c(=S)n2/N=C/c2cccs2)n[nH]1	-4	101	-7	14	103	-0.1	101	-7	-12	3	-22
CCCCOc1ccc(C(=O)N2CCCCCC2)cc1	-4	101	-9	23	104	1.4	99	-13	-9	9	-16
CCOC(=O)C1=NNC(C(=O)c2ccc(C)cc2)C1c1ccc(C)cc1 (configuration not stated)	-1	102	-2	6	102	1.3	103	4	2	9	-6
O=S(=O)(N1CCCCC1)n1nnc2ccccc21	0	103	0	10	107	0.3	101	-3	-2	1	-1
CCOC(=O)/C(=N/Nc1ccc(C)cc1)S(=O)(=O)c1ccc(Cl)cc1	-2	105	-2	13	102	0.9	101	-4	-3	6	0
Cc1cc(NC(=O)CC(F)(F)F)n(-c2ccccc2)n1	0	99	0	10	100	-0.4	101	-2	-5	-1	-3
CSc1ccc(CN(C)CC(=O)Nc2ccc(NC(C)=O)cc2)cc1	0	100	-2	21	104	1.0	100	-1	0	6	-6
CC(=O)c1ccc(-n2nnnc2SCC(=O)N2CCc3ccccc3C2)cc1	-3	100	-6	18	99	3.6	102	-14	-18	42	-7
COc1ccc(C(=O)NCc2nnc(SCC(=O)Nc3cccc(C(F)(F)F)c3)o2)cc1OC	-3	104	-4	28	100	0.9	101	-9	-8	2	-6
COc1ccc(OC(C)C(=O)Nc2ccccc2C(F)(F)F)cc1 (configuration not stated)	-1	106	-5	16	99	0.2	102	-12	-7	4	-11
CCNc1nc(Oc2ccc(=O)n(C)n2)nc(N2CCOCC2)n1	0	101	-2	17	109	0.1	99	-1	-2	3	1
